ERK EGF inh: qHTS Assay for Inhibitors of the ERK Signaling Pathway using a Homogeneous Screening Assay; Stimulation with EGF | HEK293-V1b, EGF-stimulated phospho-ERK AlphaScreen | Potency, µM (series often up to 11.5 µM), for inactives: at the highest dose activity change, negative = inhibition, hits mostly inhibitors | 130,000 tested, 0.41% active; active means well fitted inhibition curve with a large enough effect; inconclusive means small, poorly fitted or top-dose-only effect, or effect the other way;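 further: plate controls were stimulated vehicle wells for no effect and unstimulated vehicle basal for full effect; nearly all actives have a fitted effect of over 55% in size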
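EGF-stimulated (25 nM, 5 min) phospho-ERK in HEK293 cells stably expressing V1b, cells pretreated 30 min with compound at 37C. Homogeneous AlphaScreen read on lysates.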
Active calls of the source: *; ? = inconclusive; [ ] = another dose, or the depositor's remark. Potency means the concentration at half of the fitted maximal effect. This is a subset (hit frequency here may not be typical).

SMILES | ERK EGF inh
O=C(c1cc(COc2ccc(F)cc2Cl)on1)N1CCCC(OCc2cccnc2)C1 (stereo unspecified) | -12%
O=C(NCCCN1CCCC1=O)c1ccc(OC(F)(F)F)cc1 | -4%
COc1ccccc1C(=O)NCCn1cc(SCC(=O)NCc2ccco2)c2ccccc21 | 4%
O=C(C[n+]1ccc(/C=C/c2ccccc2)cc1)c1ccc2c(c1)OCCO2 | -4%[57.5 µM]
Cc1nnc2sc(SCC(=O)Nc3ccc(Cl)cc3)nn2c1=O | -1%
CC(C)CCNC(=O)COc1ccc(C(=O)c2ccccc2)cc1 | -1%
CCOC(=O)C(=O)N(Nc1ccccc1C)c1ccccc1C | 0%
CC(=O)N/C(=C/c1ccc(OS(=O)(=O)c2ccc(C)cc2)cc1)C(=O)NCCO | 9%
CC(C)[C@H]1C=C(C(=O)O)O[C@@H](OCc2ccc(CO)cc2)C1 | -10%[57.5 µM]
CCCCc1nc(Cl)c(C#N)c2c1CCC2 | -1%[57.5 µM]
CCn1c2ccccc2c2cc(/C=N/NC(=O)c3ccc(O)cc3)ccc21 | 7%
CCOC(=O)C1=C(C)N(CCCC(=O)O)C(=O)NC1c1ccc([N+](=O)[O-])cc1 (stereo unspecified) | -3%
O=C(/C=C/c1ccccc1)NC(=S)Nc1ccc2c3c(cccc13)CC2 | 1%
NC(=O)c1c(NC(=O)Cn2cnc([N+](=O)[O-])n2)sc2c1CCCC2 | 6%[57.5 µM]
O=C(NCCOc1ccc2ccccc2c1)c1cncc(Br)c1 | -11%[57.5 µM]
CC1CCN(S(=O)(=O)c2ccc(N=NC3=C(O)CC(C)(C)CC3=O)cc2)CC1 | 6%
CC(=O)Nc1ccc(NC(=O)c2ccc(COc3ccc4c(C)cc(=O)oc4c3)cc2)cc1 | -2%
COc1ccc(/C=N/NC(=O)c2ccoc2C)cc1O | -3%
CC(C)CC(=O)Nc1ccc(C(=O)Nc2cccc(O)c2)cc1 | -9%
COc1cc(OC)c(S(=O)(=O)Nc2ccc(C)cn2)cc1NC(C)=O | -4%
Cc1cc(OCC(=O)NC2CCCCC2)ccc1Cl | -8%
CO/N=C/c1ccc(N2CCCC2)c([N+](=O)[O-])c1 | ?
O=C(Nc1ccccc1Cl)OCc1cncs1 | 1%
COc1cc([C@@H]2c3cc4c(cc3[C@@H](O)[C@H]3COC(=O)[C@H]23)OCO4)cc(OC)c1O[Si](C)(C)C(C)(C)C | -2%[57.5 µM]
COc1ccc(-c2cc(C(=O)NNC(=S)NC(=O)c3c(-c4ccccc4)noc3C)[nH]n2)cc1 | -7%
CCCCCCSc1nnc(N)s1 | -6%[57.5 µM]
NC1CCN(c2c(F)cc3c(=O)c(C(=O)O)cn(C4CC4)c3c2Cl)C1 (stereo unspecified) | 12%[57.5 µM]
CN1CCN(S(=O)(=O)c2ccc(NC(=S)NC(=O)C3CCCC3)cc2)CC1 | -3%[57.5 µM]
CC1=CC(=O)C(C(C)C)=C/C1=N\OC(=O)c1cccc2nc(C)oc12 | 2%
O=[N+]([O-])c1cc(S(=O)(=O)N2CCCC2)ccc1N/N=C1/CCCc2ccccc21 | ?
CCOC(=O)CC1C(=O)NCCN1c1nc2ccc(C)cn2c(=O)c1/C=C1\SC(=S)N(CC(C)C)C1=O (stereo unspecified) | 13%[57.5 µM]
Cc1cc(-c2n[nH]c(=S)n2Cc2ccco2)nn1C | 2%
Cc1ccc(C)c(S(=O)(=O)Nc2cc(SCC(=O)O)c(O)c3ccccc23)c1 | -3%
COc1ccc(/C=N/NC(=O)c2cc(O)c(O)c(O)c2)cc1Cn1cc([N+](=O)[O-])cn1 | 27%
O=Cc1ccc(-c2ccccc2C(=O)O)o1 | 7%
O=C(c1ccc(Br)o1)N(c1ccccn1)C1CCCCC1 | 6%
Fc1ccccc1-c1nc(-c2ccccc2)oc1NC1CCCCC1 | -7%
Cc1cc(C(C)C)n2c(nc3ccccc32)c1C#N | -2%
CC(=O)Nc1cccc(C(=O)OCc2ccc([N+](=O)[O-])cc2)c1 | -3%
COc1cc(/C=N/N2C(=O)CSC2=S)cc(Br)c1O | -4%
CC1Cc2ccccc2N1S(=O)(=O)c1cccc(C(=O)NCCCn2ccnc2)c1 (stereo unspecified) | -3%[57.5 µM]
NC(=O)c1sc2nc(-c3ccccc3)c3c(c2c1N)CCCC3 | -5%
CCCCc1ccc(NC(=S)Nc2ccc(Nc3ccc(OC)cc3)cc2)cc1 | ?
CCn1c(C)c(C(C)=O)c(N2CCN(c3ccc(OC)cc3)CC2)nc1=S | -8%
CC(C)C(=O)NC(Nc1cc(C(F)(F)F)ccc1Cl)C(Cl)(Cl)Cl (stereo unspecified) | 0%
Cn1c(Cn2c(=O)sc3ccccc32)nnc1SCC(=O)NCc1ccccc1Cl | 11%
O=C(COC(=O)c1ccccc1NC(=O)C1CC1)c1ccc2c(c1)OCCO2 | 2%
Cc1cc(/C=C2\SC(=S)NC2=O)c(C)n1-c1ccccc1 | ?
CC(=O)N1N=C(c2cccs2)CC1c1ccc(C)o1 (stereo unspecified) | 3%[57.5 µM]
Cn1nnc(NC(=S)NC(=O)/C=C/c2ccco2)n1 | 0%[57.5 µM]
CNC(=O)/C=C/c1cccc(C(F)(F)F)c1 | 5%
CCCCC[C@H](O)/C=C/C=C\C/C=C\CCCCC(=O)O | -4%
COCCNC(=S)N1CCN(c2ccc(Cl)cc2)CC1 | -4%
COc1ccc(C2=NOC(C(=O)Nc3ccc4c(c3)OCO4)C2)cc1OC (stereo unspecified) | ?
CC(/C=N/NC(=O)Cn1cnc2c1c(=O)n(C)c(=O)n2C)=C\c1ccccc1 | -8%
CCN(CC)CCOC(=O)c1ccc(NC(=O)c2cccc(C)c2[N+](=O)[O-])cc1 | 4%
Cc1ccc(CSc2nnc(-c3ccncc3)n2N)cc1 | 1%[57.5 µM]
Cc1ccc(C(=O)Oc2ccccc2N2C(=O)C3C4CCC(C4)C3C2=O)cc1 (stereo unspecified) | 7%
OCC1(Cc2ccccc2C(F)(F)F)CCN(Cc2ccncc2)CC1 | -18%[57.5 µM]
CCc1ccc(CN(C)Cc2nc(Cc3ccc(OC)c(OC)c3)no2)nc1 | -15%[57.5 µM]
The results go on:
SMILES | ERK EGF inh
C/C(=N\Nc1nc2ccccc2[nH]1)c1ccc2c(c1)OCCO2 | -10%[57.5 µM]
CC1CN(C(=O)COC(=O)c2cc([N+](=O)[O-])ccc2Cl)CC(C)O1 (stereo unspecified) | 0%
COc1cc(OC)c(OC)cc1CN1CCN(Cc2cccn2C)CC1 | 3%
O=C(NCc1ccc2c(c1)OCO2)c1ccc(Cl)c(S(=O)(=O)NCc2ccccc2)c1 | 12%
COc1ccccc1-n1cc(C(=O)NCC(=O)N2CCN(Cc3ccccc3)CC2)c2ccccc2c1=O | -1%
O=C(CCc1nnc(CCc2ccccc2)o1)N1CCCCC1CCn1cccn1 (stereo unspecified) | 2%
O=C(Cn1nnc2ccccc21)NNC(=O)c1ccccc1 | 0%[57.5 µM]
O=C(CNS(=O)(=O)c1ccccc1)OCC(=O)c1cccc([N+](=O)[O-])c1 | 4%
Cc1ccc(Nc2nc(N)c([N+](=O)[O-])c(NCc3ccco3)n2)cc1 | 0%
NCCSc1c(-c2ccc(Cl)cc2)[nH]c2ccccc12 | 1%[57.5 µM]
CCNc1ccc(S(=O)(=O)N(C)C)cc1[N+](=O)[O-] | 1%
CC(C)(C)NC[C@H](O)c1cc(O)cc(O)c1 | -7%[25.7 µM]
C/C(CC(=O)NC12CC3CC(CC(C3)C1)C2)=N\NC(=O)c1cnccn1 | 0%
CCOc1ccc(CN2CCN(C/C=C/c3ccc(OC)cc3)CC2CCO)cc1 (stereo unspecified) | ?
CCN(CC)C(=O)NC1CCCCCCC1 | -5%
Cc1cccc(C(=O)NC(=S)Nc2ccccc2C(=O)O)c1 | 3%
O=C(Cn1ccc([N+](=O)[O-])n1)NCc1nc2ccccc2[nH]1 | 2%
Cc1ccc(CN2C(=O)N/C(=C\c3cccn3-c3cccc(C(=O)O)c3)C2=O)cc1 | 45%
CN(CCN1CCOCC1)Cc1nc(-c2ccc(Cl)cc2)no1 | 6%[57.5 µM]
O=C(CNc1cccc(S(=O)(=O)N2CCOCC2)c1)N1CCc2ccccc21 | -2%[57.5 µM]
CNc1cc(F)nc(F)n1 | -7%
Cc1ccc(C(=O)N(C)CC(=O)Nc2ccc(F)c(F)c2F)o1 | -2%
O=C(NCc1ccc2c(c1)OCO2)C1CC(=O)N(c2ccc(F)cc2)C1 (stereo unspecified) | -3%
Cc1nn(C)c(C)c1S(=O)(=O)N1CCC(CO)(Cc2ccc(Cl)cc2)CC1 | 3%
NC(=NCCc1c[nH]c2ccccc12)NC(=O)c1ccc(F)cc1 | 0%[57.5 µM]
CC(OC(=O)C1CCC(=O)N1)C(=O)Nc1cc(Cl)cc(Cl)c1 (stereo unspecified) | 3%
CC(=O)Nc1ccc(NC(=O)C23CC4CC(C2)CC(n2cnc(Br)n2)(C4)C3)cc1 | -5%
CN(/N=C/c1ccccc1Cl)c1ncc(Cl)cc1C(F)(F)F | -7%[57.5 µM]
CC(=C/C(=O)O)/C(=C/c1ccccc1)C(=O)O | -3%
COc1cc(CC(=O)OCC(=O)Nc2ccc3c(c2)OCO3)cc(OC)c1OC | 3%
Cc1nn(C(C)c2n[nH]c(=S)n2-c2ccc(F)cc2)c(C)c1[N+](=O)[O-] (stereo unspecified) | -1%
Cn1c(SCC(=O)Nc2cc(S(=O)(=O)N3CCOCC3)ccc2N2CCOCC2)nnc1-c1ccncc1 | 3%
COC(=O)CNC(=O)COC(=O)/C=C/c1ccccc1[N+](=O)[O-] | -7%
CCOC(=O)Cc1c(C)nc(N)[nH]c1=O | ?
Cc1cccc(CSc2ccc(-c3ccco3)nn2)c1 | -4%
COc1ccc(-n2nc(C)cc2N)cc1 | -8%
Cn1nccc1C(=O)N/N=C/c1cccnc1 | 0%[57.5 µM]
COc1ccc(Br)cc1/C=N/NC(=O)c1cc(Br)ccc1O | -4%
O=C(COc1ccc([N+](=O)[O-])cc1)N/N=C/c1cc([N+](=O)[O-])ccc1N1CCOCC1 | 2%
Cc1ccn2c(-c3n[nH]c(=S)n3Cc3ccccc3)c(C)nc2c1 | -6%
Fc1cccc(Cl)c1CSc1ccc2nnc(-c3ccccn3)n2n1 | ?
COc1ccc(-c2noc(-c3ccc(Br)o3)n2)cc1 | -4%[57.5 µM]
COC(=O)c1ccccc1NC(=O)c1cccc(NC(=O)C(C)C)c1 | 0%
O=c1[nH]c(=O)n(C2CC(O)C(CO)O2)cc1C(F)(F)F (stereo unspecified) | -2%
O=C(O)c1cc(/C=C/c2ccc(N3CCOCC3)c([N+](=O)[O-])c2)nc2ccccc12 | -5%[57.5 µM]
O=C(N/C(=C\c1ccc(-c2ccccc2)o1)C(=O)N1CCOCC1)c1ccccc1 | ?
O=C(NCCSc1c[nH]c2ccccc12)c1ccc2c(c1)OCO2 | -1%
COc1ccc(NC(=O)C(c2ccc(OC)cc2)N(C)C(=O)CC2NC(=O)NC2=O)cc1 (stereo unspecified) | 6%
Cc1ccc([N+](=O)[O-])c(OCC(O)CNC(C)(C)C)c1 (stereo unspecified) | -1%[57.5 µM]
O=C(CCC1CCCN(C(=O)C2(c3ccccc3)CC2)C1)N1CCN(c2ccccn2)CC1 (stereo unspecified) | -14%
COc1cccc(-c2cc(C(=O)NCc3cccs3)no2)c1 | 5%[57.5 µM]
COc1cc(C(=O)OCC(=O)Nc2cc(C)on2)c([N+](=O)[O-])cc1OC | -8%[57.5 µM]
COc1cc2c3c(c1OC)C1(C=CC(=NNC(N)=O)C=C1)CC3N(C(C)=O)CC2 (stereo unspecified) | 2%
CC(=O)NNC(=S)Nc1cc(S(=O)(=O)N(C)C)ccc1C | -16%
C/C(CC(=O)NC(C)c1ccccc1)=N\NC(N)=S (stereo unspecified) | 6%[57.5 µM]
Nc1ncnc2[nH]c(=O)[nH]c12 | 25%

Molecules listed so far containing a Cl atom:
SMILES | ERK EGF inh
O=C(c1cc(COc2ccc(F)cc2Cl)on1)N1CCCC(OCc2cccnc2)C1 (stereo unspecified) | -12%
Cc1nnc2sc(SCC(=O)Nc3ccc(Cl)cc3)nn2c1=O | -1%
CCCCc1nc(Cl)c(C#N)c2c1CCC2 | -1%[57.5 µM]
Cc1cc(OCC(=O)NC2CCCCC2)ccc1Cl | -8%
O=C(Nc1ccccc1Cl)OCc1cncs1 | 1%
NC1CCN(c2c(F)cc3c(=O)c(C(=O)O)cn(C4CC4)c3c2Cl)C1 (stereo unspecified) | 12%[57.5 µM]
CC(C)C(=O)NC(Nc1cc(C(F)(F)F)ccc1Cl)C(Cl)(Cl)Cl (stereo unspecified) | 0%
Cn1c(Cn2c(=O)sc3ccccc32)nnc1SCC(=O)NCc1ccccc1Cl | 11%
COCCNC(=S)N1CCN(c2ccc(Cl)cc2)CC1 | -4%
CC1CN(C(=O)COC(=O)c2cc([N+](=O)[O-])ccc2Cl)CC(C)O1 (stereo unspecified) | 0%
O=C(NCc1ccc2c(c1)OCO2)c1ccc(Cl)c(S(=O)(=O)NCc2ccccc2)c1 | 12%
NCCSc1c(-c2ccc(Cl)cc2)[nH]c2ccccc12 | 1%[57.5 µM]
CN(CCN1CCOCC1)Cc1nc(-c2ccc(Cl)cc2)no1 | 6%[57.5 µM]
Cc1nn(C)c(C)c1S(=O)(=O)N1CCC(CO)(Cc2ccc(Cl)cc2)CC1 | 3%
CC(OC(=O)C1CCC(=O)N1)C(=O)Nc1cc(Cl)cc(Cl)c1 (stereo unspecified) | 3%
CN(/N=C/c1ccccc1Cl)c1ncc(Cl)cc1C(F)(F)F | -7%[57.5 µM]
Fc1cccc(Cl)c1CSc1ccc2nnc(-c3ccccn3)n2n1 | ?
